Screening results (PubChem)
SENP8 block-1 – SENP8 protease inhibitors, primary screen, biochemical, luminescence | Sentrin-specific protease 8 (Homo sapiens), Q96LD8 | purified SENP8, Z-RLRGG-aminoluciferin cleavage | inhibition, % at 10 µM | actives 1.2% (n = 330,000) | AID 2540, 2010; in the data active = inhibition above about 50%
Apaf-1 inh – inhibitors of human Apaf-1 apoptosome, primary screen, biochemical, DEVD-Rh110 fluorescence, uHTS; reconstituted apoptosome caspase-3 activity; inhibition, % at 20 µM; actives 0.71% (n = 330,000); AID 489030, 2010; active = inhibition of at least 40% at 20 µM;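 note: plate controls were DMSO wells for no effect and DEVD-CHO caspase inhibitor wells for full effect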
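System – cell-free apoptosome with Apaf-1, procaspase-3 and caspase-9 · Buffer or medium – pH 7.5 Hepes buffer with CHAPS, BSA, DTT · Also added – cytochrome c with DEVD-Rh110 · Times – 30 min compound preincubation, 50 min activation, room temperature · Technique – Rh110 fluorescence intensity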
SENP7 block – SENP7 protease inhibitors, primary screen, biochemical, luminescence, uHTS | Sentrin-specific protease 7 (Homo sapiens), Q9BQF6 | recombinant SENP7, Z-RLRGG-aminoluciferin luminescence, 40 min | inhibition, % at 5 µM | actives 1.5% (n = 330,000) | AID 434973, 2010;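 active = inhibition above about 50% at the single test dose, limit read from the data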;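 note: plate controls were DMSO with enzyme for no effect and no enzyme buffer wells for full effect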
SENP1 inh – human SENP1 catalytic domain inhibitors, primary screen, biochemical, FRET, uHTS; AID 624204, 2012; recombinant SENP1 catalytic domain, CyPet-SUMO1-YPet FRET cleavage; actives 0.21% (n = 360,000); Sentrin-specific protease 1 (Homo sapiens), Q9P0U3; inhibition, % at 10 µM;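 active = inhibition at least 30% at 10 µM, raw YFP signal under a set limit, fluorescence ratio 0.5 to 1.5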;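 note: 0% = enzyme with DMSO and 100% = no enzyme wells; some results filed as inactive read as strong as hits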
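Compound: 10 µM single point, 0.5% DMSO; Test system: hSENP1 catalytic domain, recombinant; Timing: 50 min reaction at room temperature; Technique: FRET, CFP and YFP emission; Control set: no-enzyme wells low, DMSO-plus-enzyme wells high control.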
A3G deaminase – APOBEC3G DNA deaminase inhibitors, primary screen, biochemical, fluorescence, single-stranded DNA substrate, uHTS; AID 493012, 2011; DNA dC->dU-editing enzyme APOBEC-3G (Homo sapiens), Q9HC16; inhibition, % at 20 µM; actives 0.28% (n = 330,000); recombinant A3G, ssDNA deamination FAM/TAMRA fluorescence;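 active = inhibition of at least 40% at 20 µM, with no more than 30% in the related APOBEC3A deaminase screen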;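 note: plate controls were DMSO wells with A3G for no effect and wells lacking A3G enzyme for full effect; some compounds called inactive have numbers as strong as hits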
SENP6 block – SENP6 protease inhibitors, primary screen, biochemical, luminescence, uHTS; inhibition, % at 10 µM; Recombinant SENP6 catalytic domain, aminoluciferin luminescence; Sentrin-specific protease 6 (Homo sapiens), Q9GZR1; actives 1.8% (n = 330,000);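 active = inhibition above about 50% at the single tested dose, limit read from the data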;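 note: plate controls were DMSO wells with enzyme for no effect and DMSO wells lacking enzyme for full effect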
UBC13 polyUb – UBC13 polyubiquitin chain formation inhibitors, primary screen, biochemical, TR-FRET, uHTS | inhibition, % at 20 µM | actives 0.47% (n = 330,000) | AID 485273, 2010 | Ubiquitin-conjugating enzyme E2 N (Homo sapiens), P61088; in the data active = inhibition above about 45%, passing the limit was not always enough
SENP8 block-2 – human SENP8 protease inhibitors, primary screen, biochemical, fluorescence, Nedd8 protein substrate, uHTS | recombinant SENP8 | inhibition, % at 20 µM | actives 0.64% (n = 360,000) | AID 602440, 2012; in the data active = inhibition mostly above about 40%, no sharp cut-off; inactive = mostly below about 27%
Numbers without * were called inactive. An unsorted share of the library, and some 3.6% of all compounds hit somewhere here.

Results for COC(=O)C1(C)Cc2cc(OC(C)=O)c(OC(C)=O)cc2N1 (stereo unspecified) ?
SENP8 block-1: -8; Apaf-1 inh: 19; SENP7 block: -7; A3G deaminase: -8; SENP6 block: -8; UBC13 polyUb: -2

Results for O=C1CCC(C(=O)N2CCCCO2)CN1CCc1ccc(Cl)cc1 (stereo unspecified) ?
SENP8 block-1: 3; Apaf-1 inh: 12; SENP7 block: 11; SENP1 inh: 2; A3G deaminase: 1; SENP6 block: 0; UBC13 polyUb: -1; SENP8 block-2: 4

Results for O=C(NC1CCCC1)C1CCN(S(=O)(=O)N2CCCCC2)CC1 ?
SENP8 block-1: -2; Apaf-1 inh: -22; SENP7 block: -1; SENP1 inh: 2; A3G deaminase: -7; SENP6 block: 5; UBC13 polyUb: 19; SENP8 block-2: 5

Results for Cc1ccc2nsnc2c1S(=O)(=O)N1CCCC1C(=O)O (stereo unspecified) ?
SENP8 block-1: -6; Apaf-1 inh: 9; SENP7 block: -4; SENP1 inh: 1; A3G deaminase: 1; SENP6 block: -7; UBC13 polyUb: -7; SENP8 block-2: 19

Results for CCOc1cccc2cc(C(=O)Nc3nccs3)c(=O)oc12 ?
SENP8 block-1: -16; Apaf-1 inh: 2; SENP7 block: 3; SENP1 inh: 0; A3G deaminase: -4; SENP6 block: -45; UBC13 polyUb: -5; SENP8 block-2: 3

What do the screens show for `CCOc1ccc(-n2nc3ccc(NC(=O)CC)cc3n2)cc1`?
SENP8 block-1: -10; Apaf-1 inh: 4; SENP7 block: 11; SENP1 inh: -5; A3G deaminase: 0; SENP6 block: 15; UBC13 polyUb: 4; SENP8 block-2: -485

Results for O=S(=O)(Nc1ncccn1)c1ccc(NC(=S)Nc2ccc(Cl)cc2)cc1 ?
SENP8 block-1: -2; Apaf-1 inh: -16; SENP7 block: 0; SENP1 inh: 1; A3G deaminase: -4; SENP6 block: 70*; UBC13 polyUb: -1; SENP8 block-2: 39

Results for COc1cccc(C(C(=O)NC2CCCC2)N(C(=O)c2ccco2)c2ccc(-n3cnnn3)c(C)c2)c1OC (stereo unspecified) ?
SENP8 block-1: 3; Apaf-1 inh: 11; SENP7 block: 4; SENP1 inh: 2; A3G deaminase: -1; SENP6 block: -15; UBC13 polyUb: 0; SENP8 block-2: 17

Results for CC1CCC(NC(=O)COC(=O)C2CC3CCCC(C2)C3=O)CC1 (stereo unspecified) ?
SENP8 block-1: 0; Apaf-1 inh: -7; SENP7 block: 1; SENP1 inh: -1; A3G deaminase: -13; SENP6 block: 1; UBC13 polyUb: 4; SENP8 block-2: 12

Results for O=[N+]([O-])c1ccc(S(=O)(=O)N2CCN(Cc3c[nH]c4ccccc34)CC2)cc1 ?
SENP8 block-1: 5; Apaf-1 inh: 2; SENP7 block: 3; SENP1 inh: 6; A3G deaminase: -6; SENP6 block: 3; UBC13 polyUb: 8; SENP8 block-2: 59*

How did CCOC(=O)c1c(NC(=O)Cn2cnc([N+](=O)[O-])n2)sc2c1CCCC2 do in these assays?
SENP8 block-1: 2; Apaf-1 inh: 40; SENP7 block: 9; SENP1 inh: 2; A3G deaminase: 3; SENP6 block: 0; UBC13 polyUb: 25; SENP8 block-2: 13

What do the screens show for `O=C(NCc1ccccn1)C1CCN(S(=O)(=O)N2CCCC2)CC1`?
SENP8 block-1: -6; Apaf-1 inh: -6; SENP7 block: -14; SENP1 inh: -1; A3G deaminase: -4; SENP6 block: -9; UBC13 polyUb: -4; SENP8 block-2: -2

How did COc1ccc(N(CC(=O)Nc2ccc(S(=O)(=O)N3CCOCC3)cc2)S(=O)(=O)c2ccc(F)cc2)cc1 do in these assays?
SENP8 block-1: 4; Apaf-1 inh: 9; SENP7 block: 4; SENP1 inh: -1; A3G deaminase: -6; SENP6 block: 11; UBC13 polyUb: -5; SENP8 block-2: 10

What do the screens show for `Cc1cccc(C(=O)NNC(=O)c2ccc(Br)cc2)c1`?
SENP8 block-1: -7; Apaf-1 inh: -2; SENP7 block: -6; SENP1 inh: 0; A3G deaminase: -5; SENP6 block: -20; UBC13 polyUb: -12; SENP8 block-2: 8

What do the screens show for `O=C(COc1ccc(F)cc1)N(Cc1cccs1)C1CCS(=O)(=O)C1` (stereo unspecified)?
SENP8 block-1: 13; Apaf-1 inh: -5; SENP7 block: 5; SENP1 inh: 1; A3G deaminase: -8; SENP6 block: -8; UBC13 polyUb: 4; SENP8 block-2: 7

How did CCCN(CC#CC(O)(c1ccccc1)c1cccnc1)CCC (stereo unspecified) do in these assays?
SENP8 block-1: 3; Apaf-1 inh: 13; SENP7 block: -1; SENP1 inh: 0; A3G deaminase: -7; SENP6 block: -22; UBC13 polyUb: -6; SENP8 block-2: 13

Results for CCN(CC)c1ccc(/C=N/n2c(-c3ccccc3Br)n[nH]c2=S)cc1 ?
SENP8 block-1: 9; Apaf-1 inh: 7; SENP7 block: 2; SENP1 inh: -34; A3G deaminase: 0; SENP6 block: 9; UBC13 polyUb: -15; SENP8 block-2: -254

How did C[C@H](CO)N1C[C@H](C)[C@@H](CN(C)S(=O)(=O)c2ccc(F)cc2)Oc2ccc(NC(=O)C3CCCCC3)cc2C1=O do in these assays?
SENP8 block-1: -3; Apaf-1 inh: 23; SENP7 block: 8; SENP1 inh: 1; A3G deaminase: 3; SENP6 block: -9; UBC13 polyUb: 2; SENP8 block-2: 16

How did COc1ccc(Cn2c(CCC(=O)Nc3ccc(C)c(C)c3)nc3cccnc32)cc1 do in these assays?
SENP8 block-1: -12; Apaf-1 inh: 11; SENP7 block: -5; SENP1 inh: -3; A3G deaminase: -2; SENP6 block: -1; UBC13 polyUb: -7; SENP8 block-2: 18

Results for Cc1cc(S(=O)(=O)N2CCOCC2)ccc1OCC(=O)Nc1ccccc1C(F)(F)F ?
SENP8 block-1: 9; Apaf-1 inh: -5; SENP7 block: 1; SENP1 inh: 1; A3G deaminase: -10; SENP6 block: -14; UBC13 polyUb: -5; SENP8 block-2: 8

Of the compounds above, two have bromine:
What do the screens show for `Cc1cccc(C(=O)NNC(=O)c2ccc(Br)cc2)c1`?
SENP8 block-1: -7; Apaf-1 inh: -2; SENP7 block: -6; SENP1 inh: 0; A3G deaminase: -5; SENP6 block: -20; UBC13 polyUb: -12; SENP8 block-2: 8

Results for CCN(CC)c1ccc(/C=N/n2c(-c3ccccc3Br)n[nH]c2=S)cc1 ?
SENP8 block-1: 9; Apaf-1 inh: 7; SENP7 block: 2; SENP1 inh: -34; A3G deaminase: 0; SENP6 block: 9; UBC13 polyUb: -15; SENP8 block-2: -254

(continued)
What do the screens show for `CCCCn1c(N)c(N(CC(C)C)C(=O)CCNC(=O)c2ccc(Br)cc2)c(=O)[nH]c1=O`?
SENP8 block-1: -9; Apaf-1 inh: -6; SENP7 block: -6; SENP1 inh: -2; A3G deaminase: -9; SENP6 block: -2; UBC13 polyUb: 3; SENP8 block-2: 12

How did COc1cc2cc(C(=O)N3CCN(c4ccccc4OC)CC3)[nH]c2cc1OC do in these assays?
SENP8 block-1: 0; Apaf-1 inh: 11; SENP7 block: 4; SENP1 inh: 0; A3G deaminase: -3; SENP6 block: 24; UBC13 polyUb: 2; SENP8 block-2: -170

How did CCOc1ccc(S(=O)(=O)n2cc(-c3ccccc3)c(N)n2)cc1 do in these assays?
SENP8 block-1: -6; Apaf-1 inh: -7; SENP7 block: -2; SENP1 inh: -2; A3G deaminase: -7; SENP6 block: -27; UBC13 polyUb: 8; SENP8 block-2: 7

What do the screens show for `COc1ccc(C(C(=O)NC(C)(C)C)N(C(=O)CCC(=O)Nc2cc(C)on2)c2ccc3c(c2)OCCO3)cc1` (stereo unspecified)?
SENP8 block-1: 9; Apaf-1 inh: 24; SENP7 block: 9; SENP1 inh: 1; A3G deaminase: 2; SENP6 block: -31; UBC13 polyUb: -3; SENP8 block-2: 3

What do the screens show for `NS(=O)(=O)c1ccc(CCNS(=O)(=O)Cc2ccc(Cl)cc2)cc1`?
SENP8 block-1: -7; Apaf-1 inh: 9; SENP7 block: 0; SENP1 inh: 2; A3G deaminase: 1; SENP6 block: 6; UBC13 polyUb: -4; SENP8 block-2: 1

How did COC(=O)c1c[nH]n2c(=O)cc(CCl)nc12 do in these assays?
SENP8 block-1: -7; Apaf-1 inh: -14; SENP7 block: 0; SENP1 inh: -11; A3G deaminase: 0; SENP6 block: -19; UBC13 polyUb: -3; SENP8 block-2: -48

How did Cc1ccc(NC(=O)CSc2nnc(C(F)(F)F)n2C)cc1[N+](=O)[O-] do in these assays?
SENP8 block-1: -8; Apaf-1 inh: 7; SENP7 block: 11; SENP1 inh: 0; A3G deaminase: 1; SENP6 block: 5; UBC13 polyUb: 1; SENP8 block-2: 6

What do the screens show for `O=C(CCSc1nnc2ccc3ccccc3n12)Nc1ccc(F)cc1`?
SENP8 block-1: -3; Apaf-1 inh: 10; SENP7 block: 0; SENP1 inh: 1; A3G deaminase: -2; SENP6 block: -13; UBC13 polyUb: 14; SENP8 block-2: -462

Results for CCOc1ccc(/C=C/C(=O)Oc2ccccc2)cc1 ?
SENP8 block-1: 12; Apaf-1 inh: 7; SENP7 block: 59*; SENP1 inh: 2; A3G deaminase: -6; SENP6 block: 12; UBC13 polyUb: -12; SENP8 block-2: -2

How did Cc1cc(C)cc(C(=O)Nc2cccc(NC(=O)c3ccco3)c2)c1 do in these assays?
SENP8 block-1: -5; Apaf-1 inh: 1; SENP7 block: 11; SENP1 inh: 0; A3G deaminase: -8; SENP6 block: -13; UBC13 polyUb: -3; SENP8 block-2: 1

Results for O=C(O)CC(SCc1ccc(C(=O)O)o1)C(=O)O (stereo unspecified) ?
SENP8 block-1: 0; Apaf-1 inh: 2; SENP7 block: -13; SENP1 inh: 1; A3G deaminase: -6; SENP6 block: -15; UBC13 polyUb: -20; SENP8 block-2: 16

How did COC(=O)CC1C(=O)NCCN1C(=O)OC(C)(C)C (stereo unspecified) do in these assays?
SENP8 block-1: -4; Apaf-1 inh: 3; SENP7 block: 10; SENP1 inh: 1; A3G deaminase: 0; SENP6 block: -13; UBC13 polyUb: 5; SENP8 block-2: 24

How did CCCN1C(=O)c2cc(C(=O)NC3CCCCCC3)ccc2C1O (stereo unspecified) do in these assays?
SENP8 block-1: 1; Apaf-1 inh: -11; SENP7 block: -3; SENP1 inh: -1; A3G deaminase: -7; SENP6 block: 13; UBC13 polyUb: 8; SENP8 block-2: 6

What do the screens show for `CCOC(=O)CCC(NC(=O)CCCCC(=O)NC(CCC(=O)OCC)C(=O)OCC)C(=O)OCC` (stereo unspecified)?
SENP8 block-1: -1; Apaf-1 inh: 3; SENP7 block: -1; SENP1 inh: 3; A3G deaminase: -7; SENP6 block: -14; UBC13 polyUb: -10; SENP8 block-2: 6
